Screens as filed in PubChem.
NPY1 pot ag – potentiates or activates human NPY-Y1 receptor; P25929; NPY-Y1 expressing cells, potentiator/agonist activation; activation, % at 3.6 µM; hit rate 0.37% among 220,000; in the data active = activation above about 33%, passing the limit was not always enough;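 note: cells stimulated with NPY at EC10 then isoproterenol at EC100; 0% = low agonist plus stimulus and 100% = saturating agonist plus stimulus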
Target sequence (P25929 whole entry, looked up): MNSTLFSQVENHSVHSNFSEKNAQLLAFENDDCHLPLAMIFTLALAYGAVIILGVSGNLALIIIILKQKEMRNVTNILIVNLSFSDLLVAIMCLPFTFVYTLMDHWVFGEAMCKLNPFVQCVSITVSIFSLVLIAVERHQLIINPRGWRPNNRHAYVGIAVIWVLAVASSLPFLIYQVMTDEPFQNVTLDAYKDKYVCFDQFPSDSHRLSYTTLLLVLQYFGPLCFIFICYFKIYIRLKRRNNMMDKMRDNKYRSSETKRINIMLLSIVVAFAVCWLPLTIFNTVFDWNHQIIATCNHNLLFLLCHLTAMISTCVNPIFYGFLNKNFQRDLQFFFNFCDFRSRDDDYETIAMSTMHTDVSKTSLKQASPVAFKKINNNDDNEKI
p97 inhibitor – blocks human p97 ATPase activity | P55072 | recombinant p97 ATPase, Kinase-Glo ATP luminescence, 3 h | inhibition, % at 8 µM | hit rate 0.42% among 220,000; in the data active = inhibition above about 15%;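 note: 0% = DMSO vehicle and 100% = wells lacking enzyme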
S1P4 antag – blocks the human S1P4 receptor; O95977; S1P4-expressing cells, antagonist mode, reporter read-out; inhibition, % at 4.98 µM; hit rate 0.26% among 220,000; AID 1510; in the data active = inhibition above about 29%;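 note: 0% = wells stimulated with agonist and 100% = vehicle wells without agonist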
EP2 modulator – EP2 receptor (human) modulation. hit rate 0.83% among 260,000. induction, % at 25 µM. EP2-expressing cells, cAMP HTRF FRET, PGE2 co-stimulation. AID 940. P43116;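 active = compounds whose cAMP rise, as percent of the full-agonist control response, exceeds 60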;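 note: rat C6 glioma line stably carrying human EP2 under a CMV promoter; the protocol text gives 20 µM as final concentration; 100% = response of wells given 1 µM PGE2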
Target sequence (P43116 whole entry, looked up): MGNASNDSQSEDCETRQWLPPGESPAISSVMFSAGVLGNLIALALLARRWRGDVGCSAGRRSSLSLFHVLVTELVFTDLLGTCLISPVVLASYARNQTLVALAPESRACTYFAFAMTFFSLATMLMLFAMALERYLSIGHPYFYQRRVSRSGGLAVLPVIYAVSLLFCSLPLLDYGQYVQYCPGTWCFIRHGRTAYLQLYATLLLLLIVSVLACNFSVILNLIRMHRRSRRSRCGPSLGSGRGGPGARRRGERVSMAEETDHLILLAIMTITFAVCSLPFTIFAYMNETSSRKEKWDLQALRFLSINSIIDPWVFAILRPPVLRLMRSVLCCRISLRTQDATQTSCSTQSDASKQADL
EP2 antag – EP2 receptor (human) inhibition | inhibition, % at 25 µM | hit rate 0.52% among 260,000 | C6 glioma cells expressing human EP2, cAMP TR-FRET; cells stimulated with saturating PGE2;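 active = percent inhibition above 40 after rounding to a whole number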;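 note: rat C6 glioma host cells with rolipram phosphodiesterase inhibitor present; the protocol text gives 20 µM as final concentration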
eIF4E 4G PPI – blocks eIF4E binding to eIF4G; inhibition, % at 21.7 µM; P63073+Q04637; AID 782; hit rate 0.37% among 220,000; TR-FRET eIF4E-eIF4GI(517-606) binding, 2 h;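 active = inhibition above about 30%, limit read from the data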;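 note: 0% = full FRET control wells and 100% = background wells lacking eIF4GI fragment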
NPY-Y1 antag – NPY-Y1 (human) receptor antagonism; P25929; hit rate 1% among 200,000; inhibition, % at 3.6 µM; HEK293-CNG Y1 cells, membrane potential fluorescence; NPY at EC95, then isoproterenol; AID 1040;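 active = inhibition above the campaign mean inhibition of all tested compounds plus 3 SD, cut at about 20% in these data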;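 note: 0% = DMSO wells given NPY plus isoproterenol and 100% = isoproterenol alone without NPY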
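Material: HEK293 Y1/CNG channel cell line | Also added: NPY (25 nM), isoproterenol (1 µM), Ro 20-1724 (25 µM) | Compound: One concentration, 3.6 µM, in 0.4% DMSO | Schedule: 3 h dye uptake, 1 h room-temperature compound, 45 min post-isoproterenol | Signal: Membrane-potential fluorescent dye readout | Read-out: % inhibition of NPY effect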
NPY2 pot ag – potentiators or agonists of human neuropeptide Y receptor Y2; P49146; cells expressing NPY-Y2, potentiator/agonist read-out; activation, % at 3.6 µM; hit rate 0.45% among 220,000; AID 1359; in the data active = activation above about 27%;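 note: cells stimulated with NPY near EC25 plus isoproterenol at EC100; 0% = vehicle plus submaximal agonist and 100% = vehicle plus saturating agonist; some results beyond the cut were filed as inactive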
S1P4 agonist – human S1P4 receptor agonism. O95977. S1P4-expressing cell line, agonist reporter assay. activation, % at 4.98 µM. hit rate 0.35% among 220,000. AID 1509; in the data active = activation above about 11%;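 note: 0% = DMSO vehicle and 100% = reference agonist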
Numbers without * were called inactive; . = not tested or not shown; & = joins results of further samples; [ ] = dose if it differs, or a comment.

[1] COc1cccc(NC(=O)c2sc(NC(=O)c3ccncc3)nc2C)c1
[2] Cc1cnc(NC(=O)C2COc3ccccc3O2)s1 (configuration not stated)
[3] Cc1ccc(C)c(N2CCN(C(=O)CC3Sc4ccccc4NC3=O)CC2)c1 (configuration not stated)
[4] CCOC(=O)CCNC(=O)N1CCCC(C(=O)c2ccccc2SC)C1 (configuration not stated)
[5] O[C@@H]1C2CCCC1[C@]1(O)CCCCC1C2 (some centres not stated)
[6] COc1ccc(-c2nc(N)nc(C(F)(F)F)c2-c2cscn2)c(O)c1
[7] Cc1nn(-c2ccccc2)c(N)c1-c1ccccc1
[8] O=C(N/N=C/c1cccn1-c1cccc(C(=O)O)c1)Nc1ccccc1
Assay by compound	1	2	3	4	5	6	7	8
S1P4 agonist	-0.7	-1.2	1.1	0.3	0.5	1.3	1.7	-1.8
EP2 antag	2	12	15	1	8	8	11	10
EP2 modulator	35	5	-40	11	.	10	0	-20
eIF4E 4G PPI	-2	-4	5	-2	.	1	1	5
NPY2 pot ag	-14	-5	-4	-11	5	-3	15	-3
NPY-Y1 antag	.	5	-7	9	0	.	-5	2
NPY1 pot ag	6	20	-7	4	-12	-2	3	0
S1P4 antag	-11	-14	-17	4	2	-7	-18	-6
p97 inhibitor	2	3	-7	-2	0	4	3	4

[9] Cc1ccc(SCc2ccc(C(=O)N3CCCC3)cc2)cc1
[10] O=C(O)CC(NC(=O)c1cccc([N+](=O)[O-])c1)c1ccc2c(c1)OCO2 (configuration not stated)
[11] N#CC1C(C#N)N2CCCN2C1c1ccc(Cl)cc1 (configuration not stated)
[12] N#Cc1cn(OCc2ccccc2)c(=O)[nH]c1=O
[13] CC(C)(C)CC(C)(C)NC(=O)c1ccccc1
[14] COC(CNC(=O)CCc1c(C)nc2c(-c3ccc(F)cc3)c(C)nn2c1C)OC
[15] O=C(NCCc1ccccc1)C1CCC(CNc2nc(=S)[nH]c3ccccc23)CC1 (configuration not stated)
[16] COn1c(=O)c(-c2cccs2)[n+]([O-])c2ccccc21
Assay by compound	9	10	11	12	13	14	15	16
S1P4 agonist	-0.2	0.6	1.4	-0.2	0.0	-2.2	0.5	-0.4
EP2 antag	9	8	9&9	6	3	8	8	12
EP2 modulator	4	-1	-3&18	29	6	-7	-58	29
eIF4E 4G PPI	0	0	-1[fluorescence artefact?]	-4	1	0	-3	-8[fluorescence artefact?]
NPY2 pot ag	-10	4	-7	7	-2	4	10	-16
NPY-Y1 antag	2	0	3	-1	-6	7	-2	25*
NPY1 pot ag	-18	-2	-7	15	1	-7	-5	-16
S1P4 antag	2	-18	-8	7	-9	12	6	-7
p97 inhibitor	-2	6	4	5	5	-1	4	-6

[17] CSc1ccc(OC2CCCCC2NS(=O)(=O)c2ccccc2)cc1 (configuration not stated)
[18] COc1ccc(-c2cc(C(F)(F)F)nc(SCC(=O)NCCCN3CCOCC3)n2)cc1
[19] Cc1sc2nc(CC(N)=O)[nH]c(=O)c2c1-c1ccccc1
[20] O=C(CSc1ncn[nH]1)c1ccc2c(c1)OCO2
[21] Cc1ccc(CSc2nn3c(=O)c(C)nnc3s2)cc1
[22] O=C(c1cnn2c(C(F)(F)F)cc(-c3ccc4c(c3)OCO4)nc12)N1CCCCC1
[23] CC(OC(=O)CN(C)S(=O)(=O)c1ccc(Cl)cc1)C(=O)Nc1cccc(Cl)c1 (configuration not stated)
[24] CC1(C)N=C(c2ccc(Cl)cc2)C(=O)N1
Assay by compound	17	18	19	20	21	22	23	24
S1P4 agonist	0.5	1.0	-0.9	-0.1	0.1	2.2	3.1	1.6
EP2 antag	6	11&2	10	1	6	2	8	3
EP2 modulator	21	6&15	26	14	24	18	-38	12
eIF4E 4G PPI	2	1	0	2	4	0	4	-8[fluorescence artefact?]
NPY2 pot ag	-15	8	13	-21	3	-36	1	16
NPY-Y1 antag	4	-2	10	17	-2	0	4	0
NPY1 pot ag	-21	14	9	-33	1	-6	10	14
S1P4 antag	-5	-4	-4	14	-7	-1	-12	0
p97 inhibitor	-1	-1	5	-3	4	2	-4	2

[25] O=C(Cn1nc(Cc2cccnc2)c2ccccc2c1=O)NCC1CCCO1 (configuration not stated)
[26] Cc1cccc(Cn2cc(SCC(=O)Nc3nccs3)c3ccccc32)c1
[27] COC(=O)c1cc(Br)c(=O)n(-c2ccccn2)c1
[28] COc1ccc(S(=O)(=O)NC(CC(=O)NC2CCCC2)c2ccco2)cc1 (configuration not stated)
[29] O=C1CCNc2c(Cl)cc(Cl)cc21
[30] Cc1ccc(NC(=O)CN(C)CC(=O)Nc2ccc(F)c(F)c2F)c(Cl)c1
[31] O=C(CC1C(=O)NCCN1C(=O)Nc1ccc(F)cc1F)Nc1ccc(F)cc1 (configuration not stated)
[32] C/C(=N\NS(=O)(=O)c1ccccc1)c1ccc2c(c1)OCCO2
Assay by compound	25	26	27	28	29	30	31	32
S1P4 agonist	0.4	-1.7	-0.8	1.1	0.3	-1.2	0.2	0.1
EP2 antag	12	14	12	9	17	10	9	16
EP2 modulator	10	12	7	10	-18	8	-11	-15
eIF4E 4G PPI	-4	-3[fluorescence artefact?]	-1[fluorescence artefact?]	-3	0	-4	4	-1
NPY2 pot ag	2	4	-6	-1	-6	-17	1	-12
NPY-Y1 antag	-3	3	3	1	.	5	.	6
NPY1 pot ag	-12	-9	27	-8	13	-25	14	-25
S1P4 antag	-7	-11	0	1	-1	-5	12	-15
p97 inhibitor	-2	0	4	1	9	-1	4	1

[33] CCOC(=O)N1CCC(NC(=O)c2ccc(OC)c(CN3CC(=O)N4CCCC4C3=O)c2)CC1 (configuration not stated)
[34] CN1CCN(CCC(=O)N/N=C/c2cc([N+](=O)[O-])ccc2O)CC1
[35] CCOC(=O)c1cn(-c2c(C)n(C)n(-c3ccccc3)c2=O)c2c(F)c(F)c(F)cc2c1=O
[36] C=CCc1ccc(OCCn2cccc2C=O)c(OC)c1
[37] O=C(COc1ccccc1F)NCc1ccc(-n2cccc2)cc1
[38] Cc1nc([N+](=O)[O-])c(NCCCO)n1Cc1ccccc1
[39] Nn1c(=S)[nH]nc(Cc2ccc(O)cc2)c1=O
[40] COc1ccc(Cn2nnnc2C(c2cc3cc(C)ccc3[nH]c2=O)N2CCOCC2)cc1 (configuration not stated)
Assay by compound	33	34	35	36	37	38	39	40
S1P4 agonist	1.1	-0.2	1.2	-4.1	-4.2	-1.1	0.2	0.9
EP2 antag	6	7	8	5	14	10	15	11&13
EP2 modulator	8	5	-9	29	-88	-7	7	3&-17
eIF4E 4G PPI	1	3[fluorescence artefact?]	-2	-9	0	-3	2	6
NPY2 pot ag	-11	9	-3	12	-22	1	1	9
NPY-Y1 antag	3	4	.	1	13	-2	4	-1
NPY1 pot ag	4	13	-1	20	-9	3	4	12
S1P4 antag	-3	-9	-4	-8	-1	0	-6	-13
p97 inhibitor	4	4	6	0	6	3	-3	3

[41] CCCCc1cc(=O)oc2c(CN3CCCC3)c(O)c(Cl)cc12
[42] O=C(CSc1nnc(-c2ccc(OC(F)F)cc2)o1)NC(=O)NCc1ccco1
[43] CCOC(=O)c1sc(=NC(=O)COc2ccc(Cl)cc2)n(C)c1C
[44] CN(C(=O)COc1ccccc1C(=O)NCCc1ccccc1)c1ccccc1
[45] CCOC(=O)c1sc(NC(=O)/C=C/c2ccc(F)cc2)nc1C
[46] CCOC(=O)NN1C(=O)c2ccccc2NC1c1cccnc1 (configuration not stated)
[47] Cc1nc(N2CCOCC2)nc2c1CCCC2
[48] Cc1ccc(-c2cc(C(=O)NCC3CCCO3)no2)cc1 (configuration not stated)
Assay by compound	41	42	43	44	45	46	47	48
S1P4 agonist	1.9	-0.1	0.6	2.0	0.5	0.9	0.0	-1.3
EP2 antag	8	5	3	6	7	8	10	4
EP2 modulator	21	19	28	21	-12	11	0	3
eIF4E 4G PPI	9	6	3	3	-2	0	.	2
NPY2 pot ag	14	0	1	-14	-6	5	1	12
NPY-Y1 antag	-1	-1	-1	2	1	3	2	-4
NPY1 pot ag	17	12	-4	-22	1	12	-8	-7
S1P4 antag	-10	-11	-20	-8	4	-6	-8	-13
p97 inhibitor	0	3	4	6	8	-1	0	-2

From no. 39 up to 48, copied from above:
[39] Nn1c(=S)[nH]nc(Cc2ccc(O)cc2)c1=O
[40] COc1ccc(Cn2nnnc2C(c2cc3cc(C)ccc3[nH]c2=O)N2CCOCC2)cc1 (configuration not stated)
[41] CCCCc1cc(=O)oc2c(CN3CCCC3)c(O)c(Cl)cc12
[42] O=C(CSc1nnc(-c2ccc(OC(F)F)cc2)o1)NC(=O)NCc1ccco1
[43] CCOC(=O)c1sc(=NC(=O)COc2ccc(Cl)cc2)n(C)c1C
[44] CN(C(=O)COc1ccccc1C(=O)NCCc1ccccc1)c1ccccc1
[45] CCOC(=O)c1sc(NC(=O)/C=C/c2ccc(F)cc2)nc1C
[46] CCOC(=O)NN1C(=O)c2ccccc2NC1c1cccnc1 (configuration not stated)
[47] Cc1nc(N2CCOCC2)nc2c1CCCC2
[48] Cc1ccc(-c2cc(C(=O)NCC3CCCO3)no2)cc1 (configuration not stated)
Assay by compound	39	40	41	42	43	44	45	46	47	48
S1P4 agonist	0.2	0.9	1.9	-0.1	0.6	2.0	0.5	0.9	0.0	-1.3
EP2 antag	15	11&13	8	5	3	6	7	8	10	4
EP2 modulator	7	3&-17	21	19	28	21	-12	11	0	3
eIF4E 4G PPI	2	6	9	6	3	3	-2	0	.	2
NPY2 pot ag	1	9	14	0	1	-14	-6	5	1	12
NPY-Y1 antag	4	-1	-1	-1	-1	2	1	3	2	-4
NPY1 pot ag	4	12	17	12	-4	-22	1	12	-8	-7
S1P4 antag	-6	-13	-10	-11	-20	-8	4	-6	-8	-13
p97 inhibitor	-3	3	0	3	4	6	8	-1	0	-2

Next compounds follow:
[49] CC1CCc2[nH]nc(C(=O)O)c2C1 (configuration not stated)
[50] O=[N+]([O-])c1c(NCCCO)cc(SCc2ccco2)c2nonc12
[51] COc1ccc(CCCc2n[nH]c(=S)n2C)cc1C
[52] CN(CCc1ccccn1)C(=O)CCC1CCCN(C(=O)CN2CCCCCC2)C1 (configuration not stated)
[53] Cc1ccc2c(c1)N(Cc1ccccn1)C(=O)C(C)O2 (configuration not stated)
[54] O=C(COC(=O)c1cc(=O)[nH]c2ccccc12)c1cccs1
[55] Cc1nc2cc(NCc3ccccc3O)ccc2n1Cc1ccccc1
[56] O=C(COC(=O)/C=C/c1ccccc1[N+](=O)[O-])NCC(F)(F)F
[57] COc1cc(C(=O)NNC(=O)Nc2ccc([N+](=O)[O-])cc2)cc(OC)c1OC
[58] O=C(CCc1nnc(C2CCCCC2)o1)N1CCN(C2CCCCC2)CC1
Assay by compound	49	50	51	52	53	54	55	56	57	58
S1P4 agonist	0.6	-0.4	-1.5	0.5	1.0	1.2	-0.6	1.6	1.2	-1.6
EP2 antag	8	13	11&16	4	6	12	18	-1	8	2
EP2 modulator	-15	-46	-13&-44	17	11	-36	-69	-1	-12	16
eIF4E 4G PPI	2	-1	1	-1	7	9	1	-1	3	4
NPY2 pot ag	2	-1	-19	-10	-6	7	6	-11	13	3
NPY-Y1 antag	7	0	13	2	-4	4	-4	3	1	8
NPY1 pot ag	-8	-18	11	8	-9	-11	21	2	-2	-2
S1P4 antag	-17	-12	9	-9	-30	6	-12	-9	1	-14
p97 inhibitor	-2	6	-2	-1	-6	-4	2	-2	-2	0

Not all compounds are listed. The share of hits here may be higher or lower than overall.
